Screening results (PubChem)
mcGAS lum: cyclic GMP-AMP synthase inhibitors, mouse, primary biochemical chemiluminescence | Q8C6L5 | recombinant cGAS, Kinase-Glo ATP depletion luminescence | inhibition, % at 12.5 µM | actives 0.15% (n = 160,000) | AID 1259399, 2018;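 note: 0% = negative control wells and 100% = reference inhibitor with no enzyme activity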
hcGAS inh: Primary biochemical luminescence assay for human cyclic GMP-AMP synthase inhibitors | Q8N884 | inhibition, % at 12.5 µM | AID 1259398, 2018 | actives 0.081% (n = 290,000) | recombinant h-cGAS, ATP depletion, Kinase-Glo luminescence;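 note: 0% = vehicle reaction and 100% = reaction without DNA for no activity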
Target sequence (Q8N884 whole entry, looked up): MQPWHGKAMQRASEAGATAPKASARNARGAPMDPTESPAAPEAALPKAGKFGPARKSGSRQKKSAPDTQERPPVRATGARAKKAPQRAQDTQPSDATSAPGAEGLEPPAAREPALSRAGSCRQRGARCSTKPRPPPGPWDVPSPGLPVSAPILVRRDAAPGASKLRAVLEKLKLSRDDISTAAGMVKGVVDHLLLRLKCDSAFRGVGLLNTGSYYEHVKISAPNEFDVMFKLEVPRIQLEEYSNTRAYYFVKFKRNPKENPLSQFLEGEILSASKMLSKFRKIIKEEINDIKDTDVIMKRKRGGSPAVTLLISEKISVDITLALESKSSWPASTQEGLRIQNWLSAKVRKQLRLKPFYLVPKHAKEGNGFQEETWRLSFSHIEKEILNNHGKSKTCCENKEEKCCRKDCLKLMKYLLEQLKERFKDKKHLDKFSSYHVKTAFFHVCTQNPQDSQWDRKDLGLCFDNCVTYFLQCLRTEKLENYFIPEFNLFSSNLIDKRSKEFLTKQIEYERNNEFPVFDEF
NPYLR7 agonist: agonists of mosquito NPYLR7 receptor, primary screen, cell-based, Aedes aegypti, calcium fluorescence, mosquito biting behavior. Aedes aegypti neuropeptide Y-like receptor 7 (NPYLR7). HEK293T NPYLR7/Galpha15, GCaMP6s calcium fluorescence. activation, % at 10 µM. actives 0.15% (n = 270,000). AID 1259423, 2018; in the data active = activation above about 40%;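 note: 0% = vehicle and 100% = reference agonist at the receptor; some compounds past the cut are filed as inactive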
The depositor's hits bear a star; nt = no result given; & = joins results of further samples. Cut-off read from the data, not from the text of the source, unless noted: active = inhibition above about 40%; inactive = the rest.

SMILES	mcGAS lum	hcGAS inh	NPYLR7 agonist
CCC(C(=O)Nc1ccc(F)cc1)n1c(=O)n(-c2ccccc2Cl)c(=O)c2ccc(Cl)cc21 (stereo not given)	-3	-2	-2
CCOC(=O)C(=O)N1CCC(Cc2ccc(C(F)(F)F)cc2)CC1	3	2	6
CC1(C)CC2CC(C)(CN2c2ncnc(N)c2[N+](=O)[O-])C1 (stereo not given)	0	0	0
CC1=C(C(=O)OC(C)C)C(c2cccc(F)c2)NC(=O)N1c1cc(C)on1 (stereo not given)	nt	-7	11
CCCSc1ncccc1C(=O)Nc1ccc(Oc2ccccc2)cc1	-4	-9	-12
c1coc(CN(CCN2CCOCC2)Cc2ccncc2)c1	-25	-6	6
Cc1nc(C2CCCNC2)cc(N2CCC3(CC2)N=C(N(C)C)NC3=O)n1 (stereo not given)	nt	-1	-1
CC(=O)c1cc(F)ccc1OCC(=O)Nc1ccc(F)cc1F	nt	2	15
Cc1cccc(-c2nc3scc(CCNS(=O)(=O)c4ccc5c(c4)OCCO5)n3n2)c1	-7	-4	-7
Cc1nc(-c2cnn(C)c2)sc1C(=O)NCCCN1CCCCC1	-16	-8	20
CCCCc1nnc2sc(-c3cc(C)nc4ccccc34)nn12	nt	-2	-13
COc1cc(NC(=S)N[C@H]2CO[C@H]3[C@@H]2OC[C@@H]3Nc2nccc(C(C)(C)C)n2)cc(OC)c1	-8	-8	-4

SMILES	mcGAS lum	hcGAS inh	NPYLR7 agonist
C1CCc2nnc(Cc3nnc4n3CCCCC4)n2CC1	nt	0	4
CC(NC(=O)c1cc(=O)c2ccccc2o1)c1ccc(F)cc1F (stereo not given)	nt	-8	-9
COc1cccc(OC)c1OCCCOc1ccc(C)cc1Cl	nt	-7	13
O=P1(NCC(c2cccs2)N2CCOCC2)C=C(c2ccccc2)OC(c2ccccc2)=C1 (stereo not given)	-6	-4	-1
COCCCN(CC(=O)N(CCc1c[nH]c2ccccc12)Cc1ccc(C(F)(F)F)cc1)C(=O)c1ccccc1C	-4	-6	6
CCC(C(=O)N1CCC[C@@H]1C(=O)NCCNC(=O)c1ccc(F)cc1)c1ccccc1 (stereo not given in full)	-6	-7	2
Cc1ccn2c(C(=O)N(C)Cc3nc(C4CC4)no3)c(C)nc2c1	nt	-4	2
NC(=Nc1nc2ccccc2s1)C(F)(F)C1(F)OC(F)(F)C(F)(F)C1(F)F (stereo not given)	nt	-8	5
C=CCN(CC(=O)N1CCc2sccc2C1c1ccccc1C)C(=O)C(Cl)Cl (stereo not given)	-3	-1	4
Cc1ccc(C)c(NC(=O)CSc2nc3c(-c4ccccc4)c[nH]c3c(=O)n2C)c1	-1	-2	-2
CCCCc1cnc2c(c1SCC(=O)Nc1cccc(Cl)c1)c(=O)n(C)c(=O)n2C	-8	-8	0
Cc1nc2n(n1)C(=O)C(C(c1ccccc1)N1CCN(CCO)CC1)S2 (stereo not given)	nt	-7	3

Quoted from the listing:
NPYLR7 agonist with Cc1nc2n(n1)C(=O)C(C(c1ccccc1)N1CCN(CCO)CC1)S2 (stereo not given) : 3
hcGAS inh with C=CCN(CC(=O)N1CCc2sccc2C1c1ccccc1C)C(=O)C(Cl)Cl (stereo not given) : -1
hcGAS inh with Cc1ccn2c(C(=O)N(C)Cc3nc(C4CC4)no3)c(C)nc2c1 : -4
NPYLR7 agonist with CC(NC(=O)c1cc(=O)c2ccccc2o1)c1ccc(F)cc1F (stereo not given) : -9
hcGAS inh with O=P1(NCC(c2cccs2)N2CCOCC2)C=C(c2ccccc2)OC(c2ccccc2)=C1 (stereo not given) : -4

More records
SMILES	mcGAS lum	hcGAS inh	NPYLR7 agonist
Cc1cc2c(c(=O)o1)C(c1cccs1)C(C#N)C(=N)O2 (stereo not given)	-5	-3	-12
CC(C)(C)C1CCc2nc(N)ncc2C1 (stereo not given)	nt	-2	-4
COc1cc(OC)cc(C2SCCN2C(=O)Nc2ccc(SC)cc2)c1 (stereo not given)	-3	-4	8
CCSc1nnc(NC(=O)c2ccc(Cl)cc2Cl)s1	-5	-1	4
Nc1c(C=C2C=CC(=O)C=C2)c(=O)nc2sc(C34CC5CC(CC(C5)C3)C4)nn12	nt	-4	-1
CCOC(=O)c1ccc(NC(=O)Cn2c(-c3nnc(C(C)C)o3)cc3ccccc32)cc1	-1	-2	0
CCc1nc2c(OCc3ccccc3C(=O)OC)cccn2c1N(C)C(C)=O	-4	-5	11
Cn1cc(C(=O)N2CCN(C(=O)c3ccccc3)CC2)c2nn(-c3ccccc3)c(=O)c-2c1	-10	-13	0
CCCn1nnc(NC(=O)C(C)C)n1	-5	-5	nt
O=C1/C(=C/c2ccc(Cl)cc2)C=C(c2ccccc2)N1Cc1ccccc1	-2	-3	-5
CCn1cccc(-c2nnc(SCC(=O)Nc3nc4ccc(C)cc4s3)n2C)c1=O	nt	-9	4
Cc1cc(CNC(=O)C2CCN(c3ccc4nnc(C(F)(F)F)n4n3)CC2)ccc1F	nt	-5	-2

SMILES	mcGAS lum	hcGAS inh	NPYLR7 agonist
Cc1ccc(-c2nc(-c3ccc(Br)cc3)no2)cc1	nt	-7	-3
Cc1cnc(NC(=O)C(C)Oc2cccc(Cl)c2)s1 (stereo not given)	nt	-8	1
O=C1CCC(NCC2(CO)CCCC2)CCN1CC1CC1 (stereo not given)	-10	-8	nt
NC(c1ccc(F)cc1)c1ccccc1I (stereo not given)	-16	-10	14
Clc1ccc(/C=N\Nc2cc(N3CCCCCC3)nc(N3CCCCCC3)n2)cc1	-5	-2	-5
Cc1cc(N2CCCCC2)nc(N2CCCCC2)n1	-7	-5	10
Cc1cc(C)c(S(=O)(=O)N2CCOC(c3ccccc3)C2)cc1C (stereo not given)	nt	4	-8
Cc1ccc(NC(=O)C2=NN(C)C(=O)CC2)c(Br)c1	nt	2	-7
Cc1c(CN2CCn3nc(C(=O)N4CCCC4)cc3C2)oc2ccccc12	nt	-9	14
Brc1cc2c(cc1CSc1nnc(-c3ccccc3)o1)OCO2	nt	-3	1
CCCN1C(c2cccc(F)c2)=NS(=O)(=O)c2cc(NC(=O)C3CCC3)ccc21	-4	-5	nt
CN(Cc1cc(-c2ccccc2)on1)C(=O)c1cn(Cc2cccc3ccccc23)nn1	-10	-7	3

SMILES	mcGAS lum	hcGAS inh	NPYLR7 agonist
O=C(NCCC(=O)N1CCOC(COCc2ccc(F)cc2Cl)C1)OCc1ccccc1 (stereo not given)	-5	-1	-6
Cc1cc2c(cc1C(=O)N1CCCC3(CNC(=O)O3)C1)OCCO2 (stereo not given)	-14	-6	9
C#CC(N)CCC(=O)O (stereo not given)	-3	-3	7
COCCn1c(C)cn2c3c(=O)n(Cc4c(F)cccc4Cl)c(=O)n(C)c3nc12	nt	-3	1
COc1ccc(CN(Cc2nc3cc(C)ccc3o2)C(=O)c2ccco2)cc1	-7	-5	22
CCC(C)N(Cc1csc(COc2cccc(Cl)c2)n1)C(=O)COC (stereo not given)	3	3	-19
O=C(Nc1ccc(Br)cc1)C1CCCN1C(=O)C12CC3CC(CC(C3)C1)C2 (stereo not given)	nt	-7	-6
COc1ccc2oc(=O)cc(-c3cc4cc(Br)ccc4o3)c2c1	nt	1	-1
CCn1nc(C)c(NC(=O)CN2CCOC(c3ccc(F)cc3)C2)c1C (stereo not given)	-17	-3	nt
NS(=O)(=O)c1ccc(N=Nc2c(-c3ccccc3)[nH]n(-c3nc(-c4ccccc4)cs3)c2=O)cc1	-7	-8	14
Cc1ccc(N2C(=O)CSC2c2cccc(NC(=O)COCc3ccccc3)c2)cc1F (stereo not given)	-4	-7	16
Cn1c2c(c(=O)n1-c1ccccc1)C1=CCCCCCN1C=N2	-6	-4	13

SMILES	mcGAS lum	hcGAS inh	NPYLR7 agonist
Cc1ccc(F)cc1-c1cnc(N)cn1	nt	-5	8
CC(C(=O)NC(c1ccccc1)c1ccccc1)N1CCC(C(=O)N2CCCCCC2)CC1 (stereo not given)	-10	-4	5
CCOc1ccc(N(CC(=O)N2CCC(C)CC2)S(C)(=O)=O)cc1	nt	1	-2
O=c1[nH]c(Cn2cc(C(F)(F)F)cc(Cl)c2=O)nc2sc3c(c12)CCCC3	-6	-4	2
CC(=O)N1CCC(C(=O)NCC2(O)CCC(C(C)(C)C)CC2)CC1 (stereo not given)	-14	-7	13
NC(=O)N1CCC(CC(=O)N2CCC([C@H]3c4ncc(Br)cc4CCc4cc(Cl)cc(Br)c43)CC2)CC1	-9	-9	3
OCCC1CN(Cc2cccnc2)CCN1Cc1cccs1 (stereo not given)	nt	2	1
CNC(=O)C1CCCCN1C(=O)c1ccc(-c2cccc(C(F)(F)F)c2)o1 (stereo not given)	nt	-6	2
Cc1cccnc1C1=NOC(C)C(=O)N1C (stereo not given)	nt	-4	6
CN1CC2N(C(=O)NCc3ccccc3)C3CCC2(CC3)OC1=O (stereo not given)	-6	-1	31
COCCNC(=O)C(NC(=O)CC(C)C)C1CCN(C(=O)c2cccc(F)c2)CC1 (stereo not given)	-2	2	1
c1cc2occc2c(-c2ccnc3[nH]ccc23)n1	-15	-4	13

SMILES	mcGAS lum	hcGAS inh	NPYLR7 agonist
CN(C)[C@@H]1C[C@@H](CO)N(Cc2c(Cl)nc3sccn23)C1	nt	3&-2	-2&-2
COc1ccc(Cl)cc1C(=O)NNC(=O)C1CCCC(C(F)(F)F)C1 (stereo not given)	nt	-5	3
O=S(=O)(Oc1cccc2cccnc12)c1ccccc1	-6	-2	-5
O=C(NC1CCCc2ccccc21)c1ccc(OC2CCN(Cc3ccccn3)CC2)cc1 (stereo not given)	-9	-8	7
C=C(C)COc1cccc(C(=O)N(C)C(C)c2ccncn2)c1 (stereo not given)	nt	-6	1
COc1cc(NCCCc2csc(N)n2)ncn1	-12	-7	2
CCOC(=O)c1[nH]c2ccccc2c1NC(=O)CC(C)(C)C	-5	1	1
Cc1cc(C)cc(NC(=O)CSc2ccc(-c3ccncc3)nn2)c1	-6	-3	2
CNc1snc(C)c1C(=O)N1CCN(c2ccc(C(F)(F)F)cn2)CC1	nt	-11	9
Cc1cccc2ncnc(N(C)C(C)Cc3ccc(O)cc3)c12 (stereo not given)	3	4	-5
N#CC(=Cc1ccc(F)cc1)S(=O)(=O)c1cc(Cl)ccc1Cl	nt	3	-12
COc1ccc(C)cc1CN(C)C(=O)Cn1nc(-c2ccccc2)ccc1=O	nt	-14	-6

A draw from above in order of SMILES length, descending.
SMILES	mcGAS lum	hcGAS inh	NPYLR7 agonist
O=C(NC1CCCc2ccccc21)c1ccc(OC2CCN(Cc3ccccn3)CC2)cc1 (stereo not given)	-9	-8	7
COc1ccc(Cl)cc1C(=O)NNC(=O)C1CCCC(C(F)(F)F)C1 (stereo not given)	nt	-5	3
O=S(=O)(Oc1cccc2cccnc12)c1ccccc1	-6	-2	-5

(next part)
SMILES	mcGAS lum	hcGAS inh	NPYLR7 agonist
N#CCSc1ncnc2sc3c(c12)CCC3	nt	-3	8
CC(C)CN1CCC(CNC(=O)c2cnc(-c3cccnc3)nc2)C1 (stereo not given)	nt	-2	-3
CCCCCCN1CCNC(=O)CC1c1ccncc1 (stereo not given)	nt	0	-5
Cc1cccc(N2CCn3c2nc2c3c(=O)n(CCC(C)C)c(=O)n2C)c1	-8	2	9
CC1CN2C(=O)CN(C(=O)C3CCN(c4nccc(C(F)(F)F)n4)CC3)CC2c2ccccc21 (stereo not given)	-4	2	1
Nc1c(Cl)cc(NC(=S)NC2CCCCC2)cc1Cl	-2	-13	7
C=c1ccccc1=C1C=NNC(=NCC2(N(C)C)CCCCC2)N1	nt	1	3
Cc1ccc2[nH]c3c(c2c1)CCCC3NC(=O)CCCCC1CCSS1 (stereo not given)	-7	-4	-6
CN(C)c1ccc(/C=C/C=C2/SC(=S)N(Cc3ccccc3)C2=O)cc1	-3	-8	-1
CCOC(=O)C(CC)Sc1ncnc2c1nnn2-c1ccc(F)cc1 (stereo not given)	-2	-4	15
O=C(Nc1ccc(C(F)(F)F)cc1)Nc1ccc(N2CCC(Cc3ccccc3)CC2)c(C(=O)N2CCCC2)c1	-2	-1	nt
C=CCS(=O)(=O)NCc1cccnc1N1CCN(c2ccccn2)CC1	nt	-3	8

SMILES	mcGAS lum	hcGAS inh	NPYLR7 agonist
CN(Cc1ccc(CN2CCCC(c3ccccc3)C2)o1)S(C)(=O)=O (stereo not given)	nt	-6	-5
Cc1csc(NC(=O)c2ccc(N3CC(C)OC(C)C3)nc2)n1 (stereo not given)	nt	-12	7
CCCNC(=O)C1(C)CCN(Cc2ccc(Cl)c(Cl)c2)C1 (stereo not given)	nt	-8	5
Cc1cc(C)cc(C(=O)Nc2c(C)nc3ccc(C)cn3c2=O)c1	nt	-11	2
COc1ccccc1N1CCN(C(=O)c2cc3ccsc3n2Cc2cccc(F)c2)CC1	-3	-8	-3
COCCN(Cc1nccn1Cc1c(F)cccc1Cl)C(=O)CC(C)C	1	12	-2
COCCCNCc1cn[nH]c1-c1cccs1	-3	-7	6
CC(=O)OCC(=O)[C@@]12OC(C)(C)O[C@@H]1C[C@H]1[C@@H]3C[C@H](F)C4=CC(=O)C=C[C@]4(C)[C@@]3(F)[C@@H](O)C[C@@]12C	-6	-4&-7	-2&-6
CC(=O)NN1C(=O)/C(=C\c2ccc(F)cc2)SC1=S	nt	-6	1
CC1CCCN(c2nc(C(=O)NC3CCCC3)cs2)C1 (stereo not given)	-7	-5	nt
CCOC(=O)C1=C(NC(=O)c2ccc(C)cc2C)Nc2ccccc2N=C1	nt	-10	0
Nc1nc(N)nc(COc2ccc(Cl)cc2Cl)n1	-8	-8	6
CC(CN1C(=O)COC1=S)N1C(=O)COC1=S (stereo not given)	nt	-5	-1
CC1CC(C)CN(C(C)C(=O)Nc2ccnn2C(C)C)C1 (stereo not given)	-1	-2	4
